Screens: PubChem, National Center for Advancing Translational Sciences (NCATS)
PNC inhibitor: High Content Assay for Compounds that inhibit the Assembly of the Perinucleolar Compartment; PC3M PTB-GFP, PNC prevalence imaging, 16 h; active compounds read low; activity change (PNC), negative = inhibition, % at 10 µM; 140,000 compounds, 3.1% hits; AID 2417, 2010;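 active = readout at or below -70, meaning at least 70% loss of cells showing the perinucleolar compartment, a nuclear body marking cancer cells; inconclusive = readout between -30 and a set limit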;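 note: plate controls were DMSO wells for no effect and camptothecin positive control wells for full effect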
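Read-out is percentage of cells bearing a perinucleolar compartment, from automated 20x imaging of fixed, Hoechst-stained PC3M PTB-GFP cells. Cells were seeded 4 h, then exposed 16 h to compound (23 nl of library stock) in duplicate plates.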
15-hLO-2 inh: qHTS Assay for Inhibitors of 15-hLO-2 (15-human lipoxygenase 2) | Polyunsaturated fatty acid lipoxygenase ALOX15B (Homo sapiens), O15296 | 110,000 compounds, 0.56% hits | purified 15hLO-2, xylenol orange hydroperoxide absorbance | Potency, µM (titrated, usually from 57.1 µM), inactives show at the highest dose activity change, negative = inhibition, usual class: inhibitors; note: potency is the fitted concentration of half-maximal effect; nearly all actives have a fitted effect of over 60% in size; many of its hits are not listed in these tables
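Enzyme 50 nM, AA 45 uM, 25 mM Hepes pH 7.5 + 0.01% Triton X-100; cpd preinc 15 min RT, rxn 90 min RT; stop/detect with 200 uM XO + 300 uM Fe(II) in 50 mM H2SO4, 30 min; A573/A405.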
ALOX12 inhib: qHTS Assay for Inhibitors of 12-hLO (12-human lipoxygenase) | Polyunsaturated fatty acid lipoxygenase ALOX12 (Homo sapiens), P18054 | purified 12-hLO, xylenol orange hydroperoxide absorbance | Potency, µM (highest dose often 57.1 µM), for inactives: at the highest dose activity change, negative = inhibition, hits mostly inhibitors | 150,000 compounds, 0.12% hits | AID 1452, 2008; note: potency is the fitted concentration of half-maximal effect; nearly all actives have a fitted effect of over 55% in size; many of its hits are not listed in these tables
Target sequence (P18054 whole entry, looked up): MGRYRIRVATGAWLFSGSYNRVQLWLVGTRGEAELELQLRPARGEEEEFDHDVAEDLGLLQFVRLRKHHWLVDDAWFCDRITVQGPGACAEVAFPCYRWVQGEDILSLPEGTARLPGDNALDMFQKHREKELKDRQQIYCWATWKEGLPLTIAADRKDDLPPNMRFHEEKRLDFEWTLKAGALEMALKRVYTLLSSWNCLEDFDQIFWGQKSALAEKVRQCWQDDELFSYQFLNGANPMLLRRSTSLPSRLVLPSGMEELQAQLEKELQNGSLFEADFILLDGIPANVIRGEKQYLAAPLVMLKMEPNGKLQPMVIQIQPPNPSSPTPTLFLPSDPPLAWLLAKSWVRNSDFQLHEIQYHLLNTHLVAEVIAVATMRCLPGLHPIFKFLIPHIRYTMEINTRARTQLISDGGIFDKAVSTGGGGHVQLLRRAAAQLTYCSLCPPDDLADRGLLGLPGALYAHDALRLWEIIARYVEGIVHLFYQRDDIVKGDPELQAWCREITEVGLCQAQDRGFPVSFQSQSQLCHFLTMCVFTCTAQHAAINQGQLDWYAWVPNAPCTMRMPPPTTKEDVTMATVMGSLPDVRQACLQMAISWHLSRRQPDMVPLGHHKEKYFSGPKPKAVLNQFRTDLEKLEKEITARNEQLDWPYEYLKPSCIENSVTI
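Lipoxygenase turnover measured by absorbance at 573 and 405 nm after Fe-XO development. Human 12hLO 150 nM, arachidonate 40 uM, pH 7.0 Hepes buffer with detergent; 15 min compound preincubation, 30 min reaction.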
IMPase inh: qHTS Assay for Identifying the Cell-Membrane Permeable IMPase Inhibitors; Inositol monophosphatase 1 (Rattus norvegicus), P97697; CHO-M1 cells, IP1 accumulation, HTRF TR-FRET ratio; inhibition (IP1 accumulation), % at 46.1 µM; 120,000 tested, under 10 active; active = well fitted curve in the direction sought with a large enough effect in the signal ratio, not every such curve was filed as active; inconclusive = small, poorly fitted or top-dose-only effect, or a change in a side signal; inactive = no such curve, though single readings can be large or run the other way; the % refers to the signal ratio;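 note: cells stimulated with carbachol in lithium chloride buffer; plate controls were DMSO basal wells for no effect and reference inhibitor wells for full effect; higher means more IMPase inhibition seen as more IP1 and lower FRET ratio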
Target sequence (P97697 whole entry, looked up): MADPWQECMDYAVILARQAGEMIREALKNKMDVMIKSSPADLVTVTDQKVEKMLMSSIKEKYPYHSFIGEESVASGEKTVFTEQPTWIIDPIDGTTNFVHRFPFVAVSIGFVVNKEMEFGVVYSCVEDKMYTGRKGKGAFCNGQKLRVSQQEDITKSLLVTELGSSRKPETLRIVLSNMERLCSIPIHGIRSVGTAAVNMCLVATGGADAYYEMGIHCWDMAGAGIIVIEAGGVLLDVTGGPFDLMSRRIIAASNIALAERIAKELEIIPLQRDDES
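Cellular IMPase inhibition is scored as a rise in cytosolic IP1, detected by competitive TR-FRET between d2-labelled IP1 and a europium anti-IP1 antibody. M1-expressing CHO cells were stimulated with carbachol for 30 min at 37C, with lithium (50 mM LiCl) present in the buffer.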
Numbers without * were called inactive; ? = inconclusive; . = no result given; [ ] = another dose, or the depositor's remark. Unless noted, calls come from the whole dose curve; as a rule, active = well fitted curve in the direction sought with a large enough effect; inconclusive = small, poorly fitted or top-dose-only effect, or another doubt; inactive = no such curve, though single readings can be large; an effect the other way counts as inactive or inconclusive. Unless noted, % is set by controls: 0 for no effect and ±100 for the full control effect. Some of the compounds tested; count on the stated rates, not on these rows.

SMILES	PNC inhibitor	15-hLO-2 inh	ALOX12 inhib	IMPase inh
Cc1cc(=O)oc2c3c4c(cc12)OCCN4CCC3	-5.6	.	-16.1%	?
CCOC(=O)c1c(C)nc2sc3c(=O)n(-c4ccc(C(C)=O)cc4)cnc3c2c1-c1ccc(Cl)cc1	-17.1	-3.1%	4.2%	3.8
COc1ccc(C/C(N)=N/OC(=O)Cc2ccccc2)cc1OC	3.7	-2.1%	-2.4%	5.4
O=C(O)C1C2C=CC(C2)C1C(=O)NCc1cccnc1 (stereo not given)	36.5	.	4.9%	-7.1
Cc1ccc2[nH]c(=O)c(CN(CC3CCCO3)C(=S)NCc3ccco3)cc2c1 (stereo not given)	-3.0	.	-5.7%	.
c1ccc2sc(-c3ccc4c(c3)OCO4)nc2c1	27.3	9.0%	-6.4%	-3.4
CC1S/C(=N/N=C2CCCCC2)NC1=O (stereo not given)	-13.6	.	-2.8%	1.6
Clc1ccc(CN=C2Nc3ccccc3CS2)cc1	73.8	52.5%[activator]	-5.1%	0.6
CCC(C)NC(=O)c1cc2cc3ccc(OC)cc3nc2s1 (stereo not given)	?	-5.8%	-5.2%	-1.3
Cc1ccc(-c2c[n+](CC(=O)Nc3nc(-c4ccc(F)cc4)cs3)c3n2CCC3)cc1	-28.2	.	-0.6%	16.5
Cc1ccc(Oc2nc(CN3CCOCC3)nc3sc4c(c23)CCC(C)C4)cc1 (stereo not given)	-7.9	.	3.2%	-2.2
COc1ccc(N(CC(=O)Nc2cc(C)ccc2OC)S(=O)(=O)c2c(C)noc2C)cc1	-8.0	1.0%	-12.6%	?
CCOC(=O)NC(NCc1cccc(C(F)(F)F)c1)(C(F)(F)F)C(F)(F)F	?	.	-2.3%	13.6
CC(C)C1=NN(C(=O)c2ccccc2)C(O)(C(C)(C)C)C1 (stereo not given)	76.3	6.3%	6.6%	0.5
Cn1c(C(C(=O)NCC2CCCO2)N(C(=O)Cn2nnc3ccccc32)C2CCCCC2)nc2ccccc21 (stereo not given)	?	-7.5%	0.8%	16.5
COC(=O)/C(=C\Nc1ccccc1N)c1ncc(C(F)(F)F)cc1Cl	8.8	8.4%	-2.6%	4.7
Cn1c(=S)c2[nH]c(SCc3cccnc3)nc2n(C)c1=O	.	-4.3%[11.4 µM]	-1.3%[11.4 µM]	.
Cn1c(N)c(C(=O)NCc2ccccc2)sc1=S	-6.0	-13.3%	-3.0%	6.4
COc1ccc(CCN(C)C(=O)CSc2nccn2C)cc1OC	-29.4	4.9%	0.5%	0.5
C=CCn1c(Cc2csc(N)n2)nnc1SCC(=O)OCC	?	-2.6%	1.6%	-2.7
C#C[C@]1(O)CCC2C3CCC4=C(CCC(=O)C4)C3CC[C@@]21C (stereo not given in full)	.	-19.9%	-9.7%	.
CC(C)C1C(C#N)=C(N)Oc2n[nH]c(-c3ccc4ccccc4c3)c21 (stereo not given)	-6.6	-8.7%	?	-4.7
Cc1oc(-c2cccs2)nc1CS(=O)CC(=O)NCCc1ccccc1 (stereo not given)	-27.8	-14.9%	-6.2%	-0.3
CC(Nc1cc(N2CCNCC2)ccc1[N+](=O)[O-])c1ccccc1 (stereo not given)	?	.	-8.6%	.
CC1CCN(C2=C(NS(=O)(=O)c3ccc(Cl)cc3)C(=O)c3ccccc3C2=O)CC1	-17.7	.	-2.0%	.

Profiles, looked up by structure.
Listed for C=CCn1c(Cc2csc(N)n2)nnc1SCC(=O)OCC : PNC inhibitor = ?; 15-hLO-2 inh = -2.6%; ALOX12 inhib = 1.6%; IMPase inh = -2.7
Listed for CCC(C)NC(=O)c1cc2cc3ccc(OC)cc3nc2s1 (stereo not given) : PNC inhibitor = ?; 15-hLO-2 inh = -5.8%; ALOX12 inhib = -5.2%; IMPase inh = -1.3
Listed for CC(C)C1=NN(C(=O)c2ccccc2)C(O)(C(C)(C)C)C1 (stereo not given) : PNC inhibitor = 76.3; 15-hLO-2 inh = 6.3%; ALOX12 inhib = 6.6%; IMPase inh = 0.5

(cont.)
SMILES	PNC inhibitor	15-hLO-2 inh	ALOX12 inhib	IMPase inh
COc1cccc(N2C(=O)CC(N3CCC(c4nc5ccccc5[nH]4)CC3)C2=O)c1 (stereo not given)	71.3	-9.4%	-3.3%	8.5
CCCC(=O)Nc1ccc(Cl)c(NC(=O)c2ccc(Br)o2)c1	-2.0	-2.7%	-4.5%	11.8
CCOc1ccc(C(=O)c2nc3c(n2O)CCCCC3)cc1	94.2	.	-5.0%	-5.1
Cc1nnc(SC(C)C(=O)Nc2ccc3c(c2)OCCO3)s1 (stereo not given)	32.6	-1.4%	2.0%	7.0
COc1cccc(-c2cc(C(=O)N3CCN(c4ncccn4)CC3)c3ccccc3n2)c1	-13.8	5.0%	-4.0%	8.5
O=C(NCC(=O)N(c1cccnc1)C(C(=O)NC1CCCCC1)c1cccnc1)c1ccco1 (stereo not given)	?	3.1%	1.6%	-2.0
CCCCN(C)CCNC(=O)c1c[nH]c2ccc(S(=O)(=O)N(CC)CC)cc2c1=O	-17.7	-3.0%	-0.6%	1.4
Cc1cc(NC(=O)CCC(=O)N(c2cccc(F)c2)C(C(=O)NC2CCCC2)c2ccncc2)no1 (stereo not given)	-20.1	0.5%	2.7%	-0.7
Cc1ccc(NC(=O)C2(c3ccccc3)CCOCC2)c([N+](=O)[O-])c1	10.4	.	-5.8%	.
N=c1ccn2c(n1)O[C@@H]1[C@@H](O)[C@H](CO)O[C@H]12	.	2.2%	-4.3%	-0.2
Cc1cccc(-c2nnc3sc(-c4ccccc4)nn23)c1	21.4	-2.4%	-2.4%	-9.0
CN(C)c1ccc(-c2nnn(CC(=O)Nc3ccccc3N3CCOCC3)n2)cc1	2.6	8.9%	-0.8%	2.2
Cn1c(SCC(=O)N2CCOCC2)nc2sc3c(c2c1=O)CCCC3	17.0	0.4%	-3.3%	7.8
Cc1ccc(NC(=O)CN2C(=O)S/C(=C\C(=O)Nc3ccc(Cl)cc3)C2=O)cc1	0.7	.	-1.4%	.
Cc1cccc2sc(NC(=O)[C@@H]3CCCN3C(=O)c3cccs3)nc12	11.9	.	-4.2%	-9.3
O=C(CCC(=O)Nc1ccccc1)N/N=C/c1ccco1	-25.4	-3.5%	-4.7%	5.2
COc1cccc(NC(=O)CSc2c3c(nc4ccccc24)CCCC3)c1	?	.	-1.1%	.
COC(=O)c1ccc(COc2ccccc2/C=C(\C#N)C(=O)Nc2ccc(C)cc2C)cc1	-22.0	.	-2.6%	.
CC(=O)c1ccc(Oc2ccc(C(C)=O)cc2)cc1	136.7	14.8%	-1.0%	0.1
O=C(NCc1ccco1)C12CC3CC(CC(C3)C1)C2	-6.2	.	-3.6%	17.5
Cc1ccccc1C1C(C#N)=C2NC(=O)c3c(sc4c3CCCCC4)N2C2=C1C(=O)CC(C)(C)C2 (stereo not given)	32.1	-20.6%	7.2%	5.9
Cc1ccc(NS(=O)(=O)c2ccc(C)c(C(=O)N3CCN(C)CC3)c2)cc1	9.5	3.2%	0.1%	-1.4
CCOC(=O)CC(NS(=O)(=O)c1ccc(NC(C)=O)cc1)c1ccc(OCC)cc1 (stereo not given)	-4.0	.	-4.5%	16.4
O=C(NNC(=O)C1CCN(S(=O)(=O)c2ccc(Cl)cc2)CC1)c1ccc(Cl)cc1	-26.4	-7.9%	-2.8%	-3.0
O=C(O)c1ccc(Oc2nc3ccccc3s2)cc1	.	-5.3%[11.4 µM]	2.7%[11.4 µM]	.

A stretch from further up, as a working copy:
SMILES	PNC inhibitor	15-hLO-2 inh	ALOX12 inhib	IMPase inh
COc1cccc(N2C(=O)CC(N3CCC(c4nc5ccccc5[nH]4)CC3)C2=O)c1 (stereo not given)	71.3	-9.4%	-3.3%	8.5
CCCC(=O)Nc1ccc(Cl)c(NC(=O)c2ccc(Br)o2)c1	-2.0	-2.7%	-4.5%	11.8

Among those listed so far, 2 have a COOH group:
SMILES	PNC inhibitor	15-hLO-2 inh	ALOX12 inhib	IMPase inh
O=C(O)C1C2C=CC(C2)C1C(=O)NCc1cccnc1 (stereo not given)	36.5	.	4.9%	-7.1
O=C(O)c1ccc(Oc2nc3ccccc3s2)cc1	.	-5.3%[11.4 µM]	2.7%[11.4 µM]	.

The list goes on:
SMILES	PNC inhibitor	15-hLO-2 inh	ALOX12 inhib	IMPase inh
CCOC(=O)CNc1ccc2c(c1)OCO2	12.0	14.8%[2.29 µM]	-11.1%	9.2
Cc1sc(NC(=O)c2cccc([N+](=O)[O-])c2)c(C(N)=O)c1-c1ccc(C(C)(C)C)cc1	10.1	10.8%	1.2%	-3.5
CCOc1cc(C(=S)N2CCCCC2)ccc1OS(=O)(=O)c1ccc(Cl)cc1	75.9	-20.4%	-19.8%	-4.2
Cc1cccc2c1NC(C)CC2C (stereo not given)	?	-18.2%	2.0%	-1.9
COc1ccc(C2CC(c3cccs3)=NN2C(=O)CSc2nc3c(cnn3-c3ccccc3)c(=O)[nH]2)cc1 (stereo not given)	28.4	.	-0.2%	.
COc1ccccc1OCCn1cc(/C=C(\C#N)C(=O)NCc2cccs2)c2ccccc21	55.2	.	-2.4%	.
COC(=O)c1ccccc1NC(=O)Cn1cnc2c(cnn2-c2ccccc2)c1=O	-23.8	-10.7%	0.2%	0.6
CCCN1C(=O)c2cc(C(=O)Nc3ccccc3CC)ccc2C1O (stereo not given)	-15.5	-1.9%	-4.7%	1.3
Cc1ccc(-c2nc(C3CCN(S(=O)(=O)c4ccc(C(F)(F)F)cc4)CC3)no2)cc1	21.6	19.1%	0.4%	20.6
CCCn1c(SCC(=O)c2ccc(OC)c(OC)c2)nc2c1c(=O)n(C)c(=O)n2C	56.5	.	4.1%	-1.8
COCc1nnc(NC(=O)c2ccc(Cl)cc2[N+](=O)[O-])s1	31.0	.	0.4%	.
CCN1C(=O)S/C(=C/c2ccsc2)C1=O	-0.9	-5.8%	1.2%	-6.2
CC(=O)Oc1ccc(C(=O)Nc2cccc(C(=O)c3cccc(NC(=O)c4ccc(OC(C)=O)cc4)c3)c2)cc1	-1.1	.	-1.0%	.
CCC1=NN(C(=O)c2ccc(C)cc2)C(O)(c2ccc(Br)cc2)C1 (stereo not given)	8.3	.	-23.1%	10.9
CCOC(=O)N1CCN(C(=O)CSCC(=O)Nc2nc(-c3ccc(-c4ccccc4)cc3)cs2)CC1	-20.3	-7.7%	-3.3%	9.9
Cc1ccccc1CNS(=O)(=O)c1ccc2c(c1)OCCO2	-118.9*	.	1.2%	11.2
COC(=O)c1sccc1NC(=O)CSc1cccc(Cl)c1Cl	31.0	1.2%	-1.9%	5.2
Cc1ccc(NC(=O)Cc2noc3ccccc23)cc1	-99.2*	.	-6.5%	.
Cn1c(N2CCOCC2)nc(-c2ccccc2)c1-c1ccccc1	-9.5	12.1%	2.3%	-1.2
Cc1ccc(OCCN(C)C)c([N+](=O)[O-])c1	-10.7	.	-6.3%	.
Cc1cc(NC(=O)CSc2nnc(-c3ccco3)n2CC2CCCO2)no1 (stereo not given)	-20.3	10.0%	-0.7%	12.1
Cc1ccc(CSCCNC(=O)CCSc2ccccc2)cc1	-29.1	3.8%	4.1%	-1.6
